P. falciparum M17LAP: P. falciparum M17LAP inhibitors, primary screen, biochemical, fluorogenic H-Leu-NHMec substrate, 1536-well (AID 1619); Leucine aminopeptidase (Plasmodium falciparum (isolate 3D7)); recombinant M17LAP, H-Leu-NHMec fluorogenic kinetic assay; higher % means a stronger effect; one-dose inhibition, % at 30 µM; IC50 in µM for titrated hits; actives 0.38% (n = 220,000);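 active = compound inhibiting the enzyme by more than half at any dose during confirmatory dose-response retesting; inconclusive = strong single-dose inhibitors picked by rank but not retested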;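 also: plate controls were full reaction with DMSO carrier for no effect and no enzyme background for full effect; strong numbers were not always called active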
WT yeast gro inh: growth inhibition of WT strain, primary screen, mitochondrial fusion inhibitor project, WT and mutant strains, chemical genetic. actives 2.1% (n = 190,000). AID 1362, 2008. inhibition, % at 10 µM. mitochondrial fusion phenotypic screen; in the data active = inhibition above about 58%; tested in S. cerevisiae
P. falciparum M1AAP: P. falciparum M1AAP inhibitors, biochemical, fluorogenic H-Leu-NHMec substrate, 1536-well (AID 1445). Aminopeptidase N (Plasmodium falciparum (isolate 3D7)). recombinant M1AAP, H-Leu-NHMec fluorogenic kinetic assay; higher % means a stronger effect. inhibition, % at 30 µM; hits with a dose series show IC50 in µM. actives 0.42% (n = 220,000);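 active = primary inhibition above the hit cutoff, then over 50% inhibition at one or more dose response concentrations, cut at about 23% in these data, passing the limit was not always enough; inconclusive = conflicting primary data, or primary hits not chosen for dose response; inactive = low primary inhibition, or under 50% at every dose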;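 also: plate controls were DMSO full reaction for no effect and no enzyme background for full effect; strong numbers were not always called active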
MT stabilizer: microtubule stabilizers in HeLa cells, primary screen, imaging, high-content imaging | HeLa tubulin immunostaining HCS, 24 h; share of cells brighter than vehicle mean+2SD | actives 0.83% (n = 200,000) | % tubulin-high responders, % at 10 µM;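 active = plate Z-score above 3 for both tubulin-high and condensed-nucleus cell shares, with cell loss under 80%, at 10 µM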;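 also: anti alpha tubulin signal scored within the nucleus-defined area of each cell; some results filed as inactive read as strong as hits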
T cell modulator: modulators of CD8 T cell-vesicle binding, primary screen, mouse 2C CD8+ T cells, flow cytometry; 2C CD8+ T cell-vesicle binding; stronger effect = lower value; calls only at 7 µM; actives 0.068% (n = 330,000); AID 2052, 2009;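 active = response, share of CD8 T cells binding vesicles, and their 90th percentile fluorescence all below set limits, cut at about 80% in these data, passing the limit was not always enough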
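Read-out – percent CD8+ FL2 mean versus row control · System – murine 2C transgenic CD8+ T lymphocytes · Times – 1.5 h cell–vesicle binding at 37 °C, then 20 min icy labelling · Control set – naked vesicles low, QL9 vesicles with vehicle high · Detection – cytometric PE anti-B7-1 and Alexa647 anti-CD8 signals after 1% paraformaldehyde fixation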
bCat nuc transl: modulators of beta-catenin nuclear translocation, primary screen, imaging, HeLa cells, immunofluorescence, high-content. nuclear translocation activity, % at 5 µM. actives 0.3% (n = 190,000). AID 1665, 2009;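 active = nuclear translocation activity above 50% at 5 µM, with a well cell count of 50 or more; inconclusive = wells under 50 cells across six images, flagged as toxic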;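 also: per-cell ratio of nuclear to cytoplasmic median beta-catenin stain intensity; plate controls were DMSO negative control for no effect and GSK-3 inhibitor IX positive control for full effect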
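Technique: fluorescence imaging of beta-catenin antibody stain plus DAPI / Material: human HeLa cell line / Incubation: compound treatment 24 h, 37°C, 5% CO2 / Read-out basis: % activation of per-cell nuclear versus cytoplasmic median beta-catenin signal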
Yfh1-depleted yeast: enhancers of respiration in Yfh1-depleted yeast, dose response, Friedreich's ataxia, plus single-dose screen (AID 1465) | actives 0.074% (n = 220,000) | fold induction at 50 µM, or EC50 in µM where a hit was titrated | S. cerevisiae Yfh1-off respiration, WST-1 reduction, 72 h; higher fold induction means a stronger effect;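 active = fold induction of absorbance versus untreated yeast above a set limit, then at least 30% activation at any dose in follow-up; inconclusive = repeats straddling the limit, or above it without dose testing; inactive = fold induction below the set limit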;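 also: activators that raise dye reduction in frataxin-depleted yeast; strong numbers were not always called active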
Autophagy mod: autophagy modulators in MEF cells, primary screen, imaging, high-content, MEF GFP-LC3; MEF GFP-LC3 puncta imaging; test concentration mostly 10 µM; actives 0.98% (n = 190,000); calls only at 10 µM (by protocol);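 active = percentage of spot-positive cells more than 3 SD above its plate mean, without a fluorescence outlier flag or 80% toxicity; inconclusive = no clear call, values can overlap the other calls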;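 also: spot-positive cell cutoff set from DMSO-treated cells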
Dynein cargo inh: inhibitors of GR-EGFP nuclear translocation, primary screen, dynein cargo transport inhibitor project, imaging, high-content, 3617.4 mouse cells; test concentration mostly 20 µM; stimulated with dexamethasone, 1 µM; stronger effect = lower value; z-score, hits read low; actives 0.47% (n = 220,000); AID 1381, 2008;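 active = plate z-score of nuclear minus cytoplasmic receptor signal below a set negative limit, without overly bright fluorescence or cell loss, cut at about -3.5 in these data, passing the limit was not always enough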;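 also: z-score of nuclear minus cytoplasmic ring GR-EGFP intensity difference per well; some compounds called inactive have numbers as strong as hits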
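Buffer or medium: tet-free, stripped-serum medium; reagent: dexamethasone at 1.0 µM final, 30 min; incubation: 48 h induction, 1 h compound, 30 min dex at 37 °C; measured by: formaldehyde fixation, Hoechst nuclear stain, 10x automated fluorescence imaging; read-out: nuclear-to-cytoplasmic GR-EGFP distribution per well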
WT yeast gro inh mutant strain: further read-out of WT yeast gro inh, marked with its call; inhibition, %; mitochondrial fusion phenotypic screen, mutant strain inhibition
Dynein cargo inh cytoplasmic EGFP: also measured in Dynein cargo inh; calls as there; z-score; measured here: cytoplasmic GR-EGFP intensity; stronger effect = higher value
Dynein cargo inh nuclear GR-EGFP: second read-out of Dynein cargo inh, no call of its own (marks repeat the call); z-score; measured here: nuclear GR-EGFP intensity;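 lower value marks the stronger effect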
Dynein cargo inh cell count: second read-out of Dynein cargo inh, no call of its own (marks repeat the call); z-score; measured here: cell count per field
bCat nuc transl cell count 5 µM: also measured in bCat nuc transl; calls as there; cell count; measured here: cell count, cytotoxicity flag
T cell modulator vesicle-bound %: recorded beside T cell modulator, whose call it bears; double positive events, %; measured here: CD8+ vesicle-bound cell fraction;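 binding gate set so that unloaded-vesicle control wells show 10% double positive cells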
MT stabilizer Hoechst-high %: also measured in MT stabilizer; calls as there; % Hoechst-high responders; measured here: nuclear condensation Hoechst responders;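 share of cells brighter than vehicle mean plus two SD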
MT stabilizer cytotoxicity %: second read-out of MT stabilizer, no call of its own (marks repeat the call); toxicity, %; measured here: cytotoxicity by cell density;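 0% = mean cell density of plate MIN control wells and 100% = no cells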
Autophagy mod cell loss 18 h: also measured in Autophagy mod; calls as there; toxicity, %; measured here: cell loss, nuclei count;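 cell loss after 18 h compound exposure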
* hit, by the source's call; i = inactive; ? = inconclusive; · = not tested or not shown.

smiles	P. falciparum M17LAP	WT yeast gro inh	WT yeast gro inh mutant strain	P. falciparum M1AAP	MT stabilizer	MT stabilizer Hoechst-high %	MT stabilizer cytotoxicity %	T cell modulator	T cell modulator vesicle-bound %	bCat nuc transl	bCat nuc transl cell count 5 µM	Yfh1-depleted yeast	Autophagy mod	Autophagy mod cell loss 18 h	Dynein cargo inh	Dynein cargo inh cytoplasmic EGFP	Dynein cargo inh nuclear GR-EGFP	Dynein cargo inh cell count
CN(C)C(=O)c1cccn1-c1ncc(C(F)(F)F)cc1Cl	13.0%	-7.8	10.2	4.2%	2.8	2.2	1.2	i	52.1	-1.8	1104	i	i	3.2	-0.716	-0.323	-0.000721	-0.105
COC(=O)C1=C(C)NC(=O)NC1/C=C/c1ccccc1 (stereo unspecified)	10.4%	-0.4	14.1	6.3%	1.6	1.5	7.7	i	54.3	·	·	i	i	15.9	-0.727	-0.23	-0.444	2.2
CC(C)(C)n1ncc2c(=O)n(CC(=O)Nc3ccc(Cl)cc3)cnc21	-6.0%	4.2	15.0	2.6%	2.7	1.7	6.1	i	35.0	-3.4	888	i	i	8.6	-1.05	-0.204	-0.303	0.19
CCC(C)c1ccc(NC(=O)CN(C)CC(=O)Nc2cccc(OC)c2)cc1 (stereo unspecified)	-6.0%	22.5	13.7	-5.2%	7.6	2.1	9.7	i	20.4	-0.3	1098	i	i	8.6	-0.0754	-0.34	0.219	-0.158
Cc1ccnc(SCCn2c(N3CCOCC3)nc3c2c(=O)[nH]c(=O)n3C)n1	·	·	·	·	1.6	1.1	2.8	i	4.6	·	·	i	i	-1.9	0.695	0.0216	0.274	0.117
CC1(C)Cc2c(sc3ncn4nc(CCC(=O)O)c(=O)nc4c23)CO1	15.2%	-33.6	6.7	12.5%	3.1	1.6	2.6	i	57.5	-4.3	1020	i	i	3.8	-0.135	-0.167	0.169	0.465
O=C(COC(=O)CSc1ccc2ccccc2c1)NC1CCCC1	2.2%	-12.4	5.1	7.9%	4.2	3.3	6.9	i	41.7	-0.5	1042	i	i	12.8	0.0896	-0.282	0.09	0.593
O=C(NCCN1CCCC1)C1COc2ccccc2O1 (stereo unspecified)	6.1%	-22.1	14.4	2.4%	3.8	1.1	4.7	i	39.6	-2.2	1158	i	i	8.4	-0.738	-0.263	-0.757	1.5
Nc1ccc(Oc2ccc3c(c2)OCO3)cc1	-9.8%	-16.7	-25.8	-4.4%	3.3	2.5	6.6	i	47.4	2.0	1046	i	i	1.6	-0.207	-0.0166	0.041	-1.36
CCOC(=O)c1sc(NC(=O)CSc2n[nH]c(C)n2)nc1C	6.5%	-9.2	-4.8	6.5%	2.5	1.8	7.0	i	60.3	0.9	978	i	i	12.5	-1.04	-0.286	-0.272	1.34
COc1ccccc1CN1C(=O)CCC1(C)C(=O)NC1CCCCCC1 (stereo unspecified)	0.5%	13.6	21.6	-0.1%	2.5	1.3	4.0	i	39.7	·	·	i	i	-0.4	0.0188	-0.127	0.691	-1.48
COC(=O)C1=C(N)OC2=C(C(=O)CC(C)(C)C2)C1c1cccnc1 (stereo unspecified)	3.8%	1.8	-4.1	-1.0%	3.3	2.3	0.2	i	57.8	·	·	i	i	6.3	1.47	-0.254	0.894	0.372
Cc1cc(C(C)(C)C)cc(C)c1N	-8.2%	-1.2	5.6	20.4%	2.4	1.9	10.6	i	55.4	0.1	586	i	i	-17.3	0.743	-0.268	0.384	0.539
N#Cc1cc2c(nc1SCC(=O)N1CCOCC1)CCCCC2	4.1%	6.5	1.5	0.1%	2.2	2.2	7.7	i	10.2	-2.8	1178	i	i	2.5	-1.83	-0.106	-1.04	0.458
COc1ccc(/C=N/NC(=O)C(O)(c2ccccc2)c2ccccc2)cc1OC	-7.9%	-8.7	-9.8	9.2%	2.4	2.4	6.9	i	19.2	0.4	570	i	i	9.6	-0.473	-0.281	0.337	0.403
CC(C)C(C(=O)O)N1CCS(=O)(=O)CC1 (stereo unspecified)	-1.9%	2.8	10.3	2.2%	1.8	2.1	3.5	i	66.6	-2.6	1061	i	i	-4.2	-0.973	-0.335	-0.468	0.189
COC(=O)c1c(C)oc2ccc(N(C(=O)Oc3ccccc3)S(=O)(=O)c3ccc(Cl)c([N+](=O)[O-])c3)cc12	-5.5%	-4.3	0.4	5.2%	2.5	3.8	4.4	i	3.8	-1.4	942	i	i	-4.7	-0.421	-0.0905	-0.238	-0.442
COc1ccc(CNc2oc(COc3ccccc3Cl)nc2C#N)cc1	-1.5%	-27.1	-20.4	17.1%	1.8	0.8	12.4	i	32.0	-4.9	1100	i	i	5.8	0.257	-0.193	0.452	-0.207
CC1(C)CC(NC(=S)Nc2ccc(S(N)(=O)=O)cc2)CC(C)(C)N1	16.8%	-2.1	-6.8	3.7%	2.7	2.9	8.6	i	47.1	-2.0	1107	i	i	20.0	-0.465	-0.195	-0.248	0.418
O=C(CN1C(=O)c2cccc3cccc(c23)C1=O)NCCN1CCOCC1	1.1%	12.0	17.2	4.1%	4.3	1.9	9.5	i	1.8	0.6	1102	i	i	12.0	0.266	-0.264	0.237	-0.0423
CCCN1CC=C2C(C#N)=C(N)C(C#N)(C#N)C(c3cccc(OC)c3OC)C2C1 (stereo unspecified)	-11.4%	-8.9	-3.1	9.6%	2.7	3.1	1.9	i	58.2	1.5	1068	i	?	·	-1.78	38.6	6.94	-0.886
COCCNc1ccc(S(=O)(=O)N2CCCC2)cc1[N+](=O)[O-]	-0.8%	26.2	-5.2	-4.4%	2.1	1.6	3.7	i	34.8	-2.5	1152	i	i	-4.8	1.62	-0.0883	1.79	-1.6
Cc1c(C(=O)N2CC(C)OC(C)C2)sc2nc(-c3ccc(F)cc3)cn12 (stereo unspecified)	8.8%	-30.8	-23.3	13.3%	1.8	2.6	9.0	i	47.5	·	·	·	i	-8.1	-0.212	-0.21	0.0989	0.0865
Cc1ccc(OCCCCNC2CCCCC2)c(C)c1	-7.8%	25.3	28.1	-5.2%	0.9	1.6	6.3	i	58.0	0.7	901	i	i	10.6	-0.449	-0.302	-0.135	0.676
COc1cc(/C=C(\NC(C)=O)C(=O)Nc2ccccc2C)ccc1OC(C)=O	3.1%	-0.2	-5.8	3.2%	6.3	2.7	9.9	i	46.3	-1.0	1173	i	i	7.8	0.329	-0.148	0.00927	-0.507
CCc1cccc(CC)c1NC(=O)NC1CCCCC1	1.6%	-11.6	-17.9	-0.5%	4.5	3.5	1.1	i	55.8	-1.6	992	i	i	-11.8	-0.227	-0.312	-0.245	0.46
CCOC(=O)c1cn(CC)c2cc(N3CCCCC3)c(F)cc2c1=O	·	·	·	·	3.4	3.3	5.5	i	39.7	·	·	i	i	-8.2	0.208	-0.248	0.0796	0.43
COc1ccc(-n2c(SCC(=O)Nc3sc4c(c3C#N)CCCC4)nnc2-c2ccc(O)cc2)cc1	-4.4%	-12.9	-8.6	-1.3%	3.7	5.6	6.7	i	54.3	1.9	1041	i	i	43.7	-0.15	-0.321	0.0651	0.508
O=C(CNC1=NCCC1)c1ccc2c(c1)OCCO2	1.4%	-5.1	-2.4	0.0%	4.2	1.5	6.8	i	52.2	0.1	1028	i	i	7.2	0.448	-0.194	0.15	-0.798
CC(=O)Oc1ccc(N2C(=O)C3C4C=CC(C5CC45)C3C2=O)cc1[N+](=O)[O-] (stereo unspecified)	-10.8%	-7.8	-13.6	6.7%	3.8	3.6	7.3	i	21.0	0.5	944	i	i	26.8	0.211	-0.261	1.29	-0.421
COc1ccc(Oc2cc(C)nc(Cl)n2)nn1	0.5%	-9.9	0.0	-6.1%	2.7	1.5	6.9	i	29.2	-3.5	1067	i	i	0.4	0.989	-0.0975	1.33	-1.13
Cc1cc(C)cc(NC(=O)N2CCCCCCC2)c1	-2.3%	-0.1	3.6	5.0%	3.1	2.5	6.7	i	58.9	-6.7	1142	i	i	4.6	0.393	-0.318	0.695	-0.138
Cc1ccc(C)c(NC(=S)NCc2ccc3[nH]c4c(c3c2)CCCC4)c1	-5.6%	79.6*	52.1*	2.1%	3.5	3.1	9.1	i	48.2	-2.6	516	i	i	25.8	-1.14	-0.261	0.0117	0.96
Cc1nnc(SCC(=O)Nc2cccc(C(F)(F)F)c2)[nH]c1=O	15.1µM*	-15.2	-8.6	3.1%	5.4	1.9	0.1	i	63.7	-2.7	918	i	i	-6.2	0.115	-0.04	0.445	-0.103
COc1cc(C(F)(F)F)nc2c(Br)c(C(C)(C)C)nn12	19.1%	·	·	1.1%	·	·	·	i	43.8	0.0	1078	i	·	·	0.453	-0.221	0.144	0.326
